Compound activity: PubChem BioAssay, National Center for Advancing Translational Sciences (NCATS)
SNCA expr inhib: SNCA gene expression inhibition; Potency, µM (series often up to 57.2 µM), without a hit: at the highest dose activity change, negative = inhibition, actives largely listed as inhibitors; HEK-293 SNCA-luciferase knock-in, luminescence, 24 h; 140,000 compounds, 0.17% hits; AID 1671194;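 further: potency means the concentration at half of the fitted maximal effect; plate controls were DMSO cells for no effect and cell-free wells for full effect; nearly all actives have a fitted effect of over 45% in size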
HEK293 tox: cytotoxic compounds in HEK 293 cells. HEK 293 viability, ATP luminescence (CellTiter-Glo), 48-72 h. Potency, µM (top dose mostly 115 µM), for inactives: at the top dose activity change, negative = cytotoxicity, hits mostly inhibitors. 94,000 compounds, 6.6% hits; further: potency means the concentration at half of the fitted maximal effect; nearly all actives have a fitted effect of over 60% in size
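Pintool-delivered compounds were incubated with HEK 293 cells (250 cells/well) at 37 degree Celsius for 48 or 72 hr. ATP-dependent luminescence (CellTiter-Glo) then reported remaining viable cells.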
IP6K1 inh: IP6K1 kinase inhibition; 140,000 compounds, 0.81% hits; activity change, % (series mostly up to about 58 µM); AID 1645851; IP6K1 kinase, ADP-Glo luminescence, 2 h; hits give low values; Q92551; in the data active means activity change below about -25%
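ADP-Glo luminescence measures ADP made by human IP6K1 during a 2 h RT reaction with ATP/IP6 (mix at 1.3 mM/130 uM); top library doses 57.5 and 19.1 uM final.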
SNCA viab count: cell viability loss counter-screen | HEK-293-SNCA-luc viability, GF-AFC fluorescence, 24 h | Potency, µM (top dose mostly 57.1 µM), for inactives: at the highest dose activity change, negative = cytotoxicity, actives largely listed as cytotoxic | 150,000 compounds, 0.12% hits;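 further: potency means the concentration at half of the fitted maximal effect; 0% = DMSO-treated cells and -100% = medium-only wells without cells; nearly all actives have a fitted effect of over 30% in size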
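HEK-293-SNCA-luc cells (1500/well) plated 24 h, then exposed 24 h to a dilution series; GF-AFC added 30 min at 37C, fluorescence 405/540 nm; normalised to medium-only and DMSO wells, Hill fit.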
FLuc inh: blocks purified firefly luciferase enzyme activity; AID 1347043; 76,000 compounds, 2.5% hits; Potency, µM (titrated, usually from 115 µM), for inactives: at the top dose activity change, negative = inhibition, usual class: inhibitors; P08659; purified P. pyralis luciferase, luminescence, biochemical; further: potency means the concentration at half of the fitted maximal effect; nearly all actives have a fitted effect of over 65% in size
Target sequence (P08659 whole entry, looked up): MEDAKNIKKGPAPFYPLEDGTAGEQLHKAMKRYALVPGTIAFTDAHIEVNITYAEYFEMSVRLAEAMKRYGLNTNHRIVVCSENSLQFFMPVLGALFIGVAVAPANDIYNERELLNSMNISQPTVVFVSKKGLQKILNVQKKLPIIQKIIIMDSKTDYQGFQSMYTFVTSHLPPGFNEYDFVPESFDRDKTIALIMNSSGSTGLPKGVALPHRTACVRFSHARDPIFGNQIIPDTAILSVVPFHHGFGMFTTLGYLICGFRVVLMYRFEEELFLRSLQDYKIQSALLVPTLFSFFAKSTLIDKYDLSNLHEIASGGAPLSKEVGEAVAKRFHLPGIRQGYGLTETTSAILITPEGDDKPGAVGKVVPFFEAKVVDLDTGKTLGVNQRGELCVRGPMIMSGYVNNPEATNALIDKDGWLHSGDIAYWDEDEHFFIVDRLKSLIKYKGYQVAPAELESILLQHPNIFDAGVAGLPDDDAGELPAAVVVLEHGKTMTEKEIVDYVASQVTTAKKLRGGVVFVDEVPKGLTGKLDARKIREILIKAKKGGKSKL
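Purified P. pyralis luciferase (10nM final) in 50mM Tris acetate pH 7.5, 10mM Mg acetate, 0.01% Tween-20, 0.05% BSA with 10uM D-luciferin and 10uM ATP. Compounds titrated qHTS. Luminescence imaged on CCD.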
GPT2 inh: inhibitors of human GPT2 alanine aminotransferase; Q8TD30; AID 1671188; 100,000 compounds, 0.25% hits; Recombinant GPT2, coupled pyruvate oxidase/HRP Amplex Red fluorescence; Potency, µM (top dose mostly 57.7 µM), inactives show top-dose activity change, negative = inhibition, most hits filed as inhibitors; further: potency means the concentration at half of the fitted maximal effect; nearly all actives have a fitted effect of over 60% in size; many of its hits are not listed in these tables
Target sequence (Q8TD30 whole entry, looked up): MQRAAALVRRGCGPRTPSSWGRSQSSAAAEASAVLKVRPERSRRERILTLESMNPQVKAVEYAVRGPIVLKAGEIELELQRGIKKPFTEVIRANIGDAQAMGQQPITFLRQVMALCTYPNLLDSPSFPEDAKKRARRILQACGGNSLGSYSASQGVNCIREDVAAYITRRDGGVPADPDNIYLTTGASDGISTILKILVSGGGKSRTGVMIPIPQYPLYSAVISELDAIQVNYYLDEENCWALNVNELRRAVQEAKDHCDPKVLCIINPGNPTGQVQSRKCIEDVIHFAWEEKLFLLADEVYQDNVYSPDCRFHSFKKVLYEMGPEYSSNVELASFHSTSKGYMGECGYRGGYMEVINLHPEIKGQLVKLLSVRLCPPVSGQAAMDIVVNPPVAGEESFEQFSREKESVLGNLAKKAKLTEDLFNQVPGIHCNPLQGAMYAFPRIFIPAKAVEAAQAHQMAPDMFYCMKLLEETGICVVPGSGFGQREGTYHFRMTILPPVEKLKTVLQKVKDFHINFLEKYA
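Inhibition is scored from Amplex Red fluorescence generated when pyruvate oxidase and HRP act on pyruvate released by GPT2. Reactions contain 10ng/uL enzyme, 250uM a-KG and 2mM L-alanine and run 30 min at room temperature.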
NIH3T3 tox: NIH 3T3 cell cytotoxicity; NIH 3T3 viability, CellTiter-Glo ATP luminescence, 48-72 h; Potency, µM (titrated, usually from 96.7 µM), inactives show top-dose activity change, negative = cytotoxicity, usual class: inhibitors; 94,000 compounds, 4.3% hits; further: potency means the concentration at half of the fitted maximal effect; nearly all actives have a fitted effect of over 55% in size
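Cytotoxicity is measured as loss of cellular ATP: NIH 3T3 cells (400/well) are exposed to compound for 48 or 72 hr at 37 °C, then CellTiter-Glo luminescence is imaged after 10 min at room temperature.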
Numbers without * were called inactive; i = inactive; ? = inconclusive; nt = no result given; [ ] = remark or other dose. Unless noted, the call rests on the fitted dose curve; in most records, active means well fitted curve in the direction sought with a large enough effect; inconclusive means small, poorly fitted or top-dose-only effect, or another doubt; inactive means no such curve, though single readings can be large; an effect the other way counts as inactive or inconclusive. Unless noted, on the % scale 0 is the no-effect control and ±100 the full control effect.

SMILES,SNCA expr inhib,SNCA viab count,NIH3T3 tox,IP6K1 inh,GPT2 inh,HEK293 tox,FLuc inh
Cc1nn(C)c(C)c1CCNC(=O)C1(CCO)CC12CCOCC2 (stereo not given),?,-3%,-13%,15,1%,-1%,-8%
CCN1C(=O)N(C2Cc3ccccc3C2)C(=O)C12CCN(Cc1cnn(-c3ccccc3)c1)CC2,9%,5%,i,3,i,8%,-1%
O=C(c1ccc(F)c(F)c1)N1CCC2(CC1)N=C(c1ccc(Cl)cc1)NO2,-20%,1%,?,-12,i,?,2%
Cc1ccc(CNC(=O)N2CCCC(Cc3nncn3-c3ccccc3)C2)cc1 (stereo not given),11%,12%,?,2,0%,-12%,-6%
Cc1ccc2[nH]c(=O)c(CCC(=O)NC3CCN(Cc4ccccc4)CC3)cc2c1,5%,6%,-7%,28,i,-27%,-4%
CCOCCCNC(=O)CCC(=O)NNc1nc2ccccc2c2nc(C)nn12,-16%,1%,nt,3,nt,nt,nt
O=c1c2cc3c(cc2nc2sc(Nc4cccc([N+](=O)[O-])c4)nn12)OCO3,2%,?,nt,-11,nt,nt,nt
COc1ccc(C(=O)Nc2ccc3nc4n(c(=O)c3c2)CCCCC4)cc1OC,50%[activator],14%,nt,44,nt,nt,nt
Cc1ccc(NC(=O)Cc2ccc(-n3c(C)nc4cccnc43)cc2)cc1C,-26%,9%,nt,3,nt,nt,nt
O=C(Nc1cc(F)ccc1F)N1CCC(CN2CCCC2)CC1,18%,2%,nt,8,nt,nt,nt
CC(C)NC1(Cc2cc(CCO)on2)COC1,32%[activator][87.6 µM],4%[87.6 µM],-2%[230 µM],-8,-2%[88.5 µM],i,4%[230 µM]
Cc1cc(C)c(NC(=O)C2CCN(c3nc4ccccc4[nH]3)CC2)c(C)c1,-20%,8%,nt,7,nt,nt,nt

Overlap with the part before: two entries; new compounds follow.
SMILES,SNCA expr inhib,SNCA viab count,NIH3T3 tox,IP6K1 inh,GPT2 inh,HEK293 tox,FLuc inh
CC(C)NC1(Cc2cc(CCO)on2)COC1,32%[activator][87.6 µM],4%[87.6 µM],-2%[230 µM],-8,-2%[88.5 µM],i,4%[230 µM]
Cc1cc(C)c(NC(=O)C2CCN(c3nc4ccccc4[nH]3)CC2)c(C)c1,-20%,8%,nt,7,nt,nt,nt
O=C(NCCS(=O)(=O)c1ccc(C(F)(F)F)cn1)c1ccc(Cl)cc1,-7%,7%,nt,nt,i,nt,nt
COc1ccc(-n2nnnc2SCC(=O)NCCc2ccccc2)cc1,1%,4%,nt,-7,nt,nt,nt
COc1ccccc1CNC(=O)CCCCn1c(=O)c2ccccc2n(CC(=O)Nc2c(C)cc(C)cc2C)c1=O,19%,-6%,nt,6,nt,nt,nt
CCCn1c(C)cnc1CC1CCCN(C(=O)C2CCCC2)C1 (stereo not given),20%,-16%,-11%,9,4%,5%,nt
O=C1NCCOCCCN(S(=O)(=O)c2ccccc2)[C@H]2CCCC[C@@H]12,3%,4%,2%,-2,i,-1%,6%
COc1ccc2[nH]c(=O)c(CCC(=O)NCCc3ccc(S(N)(=O)=O)cc3)cc2c1,-2%,9%,-8%,13,-9%,?,-5%
O=C(CCc1conc1-c1cccc(F)c1)NC1CCCCCC1,?,9%,?,-1,i,?,-21%
COc1ccc(CC(=O)N2CCN(C(=O)c3cccc(-c4ccc(OC)nn4)c3)CC2)cc1,nt,nt,-9%,-10,nt,0%,nt
C[C@]12CCC(=O)C=C1CC[C@@H]1[C@@H]2[C@@H](O)C[C@@]2(C)[C@H]1CC[C@]2(O)C(=O)CO,1%,6%,nt,13,?,nt,nt
COc1ccccc1C(=O)NCc1nnc2cc(-c3nc(C4CC4)no3)ccn12,-20%,-8%,-26%,7,-16%,?,0%
Cc1ccc(CNC(=O)C(C)n2ccc3cc(S(=O)(=O)N4CCCC4)ccc32)cc1 (stereo not given),-9%,-29%,nt,5,nt,nt,nt
c1cc2c(cc1-c1n[nH]c(C3CCOCC3)n1)OCO2,120%[activator],-10%,1%,-3,2%,4%,?

New compounds follow.
SMILES,SNCA expr inhib,SNCA viab count,NIH3T3 tox,IP6K1 inh,GPT2 inh,HEK293 tox,FLuc inh
CCOc1ccccc1C1NC(=O)N(CC(=O)Nc2cccc(F)c2)C2=C1C(=O)OC2 (stereo not given),-14%,-3%,-26%,-3,i,?,-1%
O=C(c1ccccn1)N1C[C@@H]2OCC(=O)N(CC3CC3)[C@@H]2C1,19%[87.6 µM],0%[87.6 µM],0%[174 µM],1,5%[88.5 µM],i,-1%[172 µM]
CCOC(=O)C1CCN(C(=O)c2ccc3nc(-c4ccncc4)oc3c2)CC1,16%,5%,-27%,-8,-10%,-27%,nt
Cc1ccc(C(=O)N2CCC3(CC2)NC(=O)N(Cc2ccc(F)cc2)C3=O)cc1,8%,13%,?,7,i,?,1%
O=C(C1CCOC1)N1CC(Oc2ccc(-c3nc(-c4ccccc4)no3)cc2)C1 (stereo not given),17%,-12%,?,11,4%,?,14µM*
Cc1nc(N2CCCC2)ncc1C(=O)NCc1cccc(Cl)c1,2%,-7%,nt,-14,nt,nt,nt
N#Cc1ccc(S(=O)(=O)N2CC[C@@H]3C(=O)NCCCCCCN(Cc4ccncc4)[C@@H]3C2)cc1,-17%,0%,?,-6,-23%,2%,5%
CC(C)CCN1CCC(N2CCN(S(=O)(=O)c3ccc(F)c(F)c3)CC2)C1=O (stereo not given),-6%,6%,-28%,23,-9%,-24%,5%
C=CCNC(=O)c1cn2c(n1)CN([S+](=O)([O-])c1cccc(OC)c1)CC2,7%,-3%,-13%,7,i,i,nt
CCOc1cccc(C(=O)Nc2ccc(NC(=O)c3ccc(Br)cc3)cc2)c1,5%,-11%,nt,27,nt,nt,nt
O=C1O[C@H](CO)[C@@H](O)[C@H](O)[C@H]1O,-9%[25.6 µM],33%[23.9 µM],nt,7,?,nt,nt
COc1cccc(-c2cc(C(=O)NCCc3n[nH]c(=O)n3C)[nH]n2)c1,9%,0%,-14%,-11,i,-28%,?

The list goes on.
SMILES,SNCA expr inhib,SNCA viab count,NIH3T3 tox,IP6K1 inh,GPT2 inh,HEK293 tox,FLuc inh
Cc1cccc(OCC(=O)OCc2cc(=O)n3nc(C4CCCCC4)sc3n2)c1,57%[activator],13%,nt,41,nt,nt,nt
Cc1ccc(NC(=O)CN2C(=O)C(c3ccc(F)cc3)=NC23CCCCCC3)c(C)c1,?,-19%,nt,29,nt,nt,nt
Cc1cc(C)c2oc(-c3ccc(NC(=O)COc4ccccc4C)cc3)nc2c1,-13%,-15%,nt,19,nt,nt,nt
O=C(Nc1ccc(Oc2ccccc2)cc1)c1ccc(F)c(S(=O)(=O)N2CCN(c3cccc(Cl)c3)CC2)c1,9%,-12%,nt,13,nt,nt,nt
CCC1CN(C(=O)N2CCC(C(=O)NCCc3ccc(C)cc3)CC2)c2ccccc2O1 (stereo not given),15%,0%,nt,12,nt,nt,nt
COc1nccc(N2CCC(CC(=O)NCc3cccc(OC)c3OC)CC2)n1,0%,-2%,-25%,-3,i,?,6%
CN1CCC(OC2CCN(C(=O)C3CC3)CC2)CC1,-10%,4%,i,-9,i,-3%,2%
O=C(O)CCC(=O)N1CCC2(CC1)CC(c1ccccc1)=NO2,3%,5%,2%,4,i,3%,nt
CCCN(CC1CCOC1)C(=O)c1c(F)cccc1Cl (stereo not given),-8%,-16%,-9%,10,i,5%,-3%
Cc1cccc(CNC(=O)C2CCC(CNS(=O)(=O)c3ccc4c(c3)CCCC(=O)N4)CC2)c1 (stereo not given),40%[activator],5%,nt,2,nt,nt,nt
COCCN1CC2(CCC1=O)CCN(C(=O)[C@@H]1C[C@@H](O)CN1)CC2,-7%,8%,-15%,0,i,-2%,0%
CCc1ccc(C(=O)NC(C)(C)c2cn([C@H]3CN[C@H](C(=O)NC)C3)nn2)cc1,-15%,2%,2%,-4,-7%,4%,14%

Next part
SMILES,SNCA expr inhib,SNCA viab count,NIH3T3 tox,IP6K1 inh,GPT2 inh,HEK293 tox,FLuc inh
Clc1cccc(CSc2nnc(C3CCNCC3)o2)c1,12%,0%,nt,11,nt,nt,nt
CCCCS(=O)(=O)N1CCn2nc(C(O)c3nccn3C)cc2C1 (stereo not given),-4%,9%,3%,-14,2%,i,6%
CCCNC(=O)NC[C@@H]1C=C(C)[C@H](Cc2nc3ccccc3[nH]2)C[C@H]1C(C)C,?,?,35µM*,18,2%[88.5 µM],100µM*,-2%[172 µM]
Cc1ccc(-c2noc(-c3nnn(CC(=O)Nc4cc(C)cc(C)c4)c3N)n2)cc1,-1%,7%,nt,1,nt,nt,nt
Cc1ccc(C)c(Cn2c3ccccc3c3cnn(CC(=O)NC(C)CCc4ccccc4)c(=O)c32)c1 (stereo not given),2%,1%,nt,1,nt,nt,nt
COCCN1Cc2ccc(Nc3cccnc3)nc2C(C)(C(=O)NCc2ccncc2)C1 (stereo not given),7%[87.6 µM],3%[87.6 µM],?,-3,4%[88.5 µM],i,-6%[172 µM]
O=S(=O)(Cc1ccccc1)N1CCCC(Cc2noc(-c3cccnc3)n2)C1 (stereo not given),-18%,-15%,-24%,-1,3%,?,?
CCOc1ccccc1CNC(=O)Cn1cc2c(n1)-c1c(oc(C(=O)N3CCCC3)c1C)CC2,-26%,-23%,nt,52,nt,nt,nt
COCCn1nnnc1C1CC2(CCOCC2)C(=O)N1CCc1cccs1 (stereo not given),-6%,-3%,-7%,0,2%,0%,nt
CCc1ccccc1NC(=O)Cn1c(=O)n(CCc2ccccc2)c(=O)c2sc3ccccc3c21,-1%,7%,nt,-2,nt,nt,nt
O=C(Nc1nc2c(F)cccc2s1)c1ccc2c(c1)OCCO2,?,-9%,nt,-2,nt,nt,nt
CC(C)c1nnc(NC(=O)c2nc(SCc3ccc(F)cc3)ncc2Cl)s1,-3%,9%,nt,-10,nt,nt,nt

(list continues)
SMILES,SNCA expr inhib,SNCA viab count,NIH3T3 tox,IP6K1 inh,GPT2 inh,HEK293 tox,FLuc inh
CCC(=O)NCC12CCC=C1N(C)C(=O)CC2 (stereo not given),6%,-9%,-16%,-8,?,-3%,-7%
COc1ccc(NC(=O)c2cc(-c3ccccc3O)no2)cc1,58%[activator],-4%,nt,16,nt,nt,nt
CN(C)C[C@@H]1CN(Cc2ccccc2)C[C@H]1NC(=O)c1cccn1C,1%,6%,-26%,2,i,?,6%
COC(=O)[C@@H]1Cc2c([nH]c3ccccc23)[C@H]2C[C@@H](NCCNC(C)=O)C[C@@H](c3ccc(C(C)C)cc3)N21,?,-19%,28µM*,-4,-2%,13µM*,13%
O=C(NC[C@H]1COCc2nc3cccnc3n21)Nc1ccccc1,?,3%[87.6 µM],-7%[138 µM],-3,-9%[88.5 µM],-1%[172 µM],-20%[172 µM]
CCOC(=O)c1c(C)[nH]c(C)c1S(=O)(=O)N(C)CC(=O)Nc1ccc(C)c(F)c1,11%,-7%,nt,10,nt,nt,nt

The list is partial; rates above refer to the full screens.
